# High-throughput results deposited in PubChem BioAssay by Small Molecule Screening Facility, UW Madison.
# SSB-PriA inh – blocks PriA binding to SSB C-terminal tail; inhibition, % at 33 µM; 0.6% of 430,000 active; AlphaScreen SSBct-PriA binding, biotinylated peptide; in the data active means inhibition mostly above about 37%, no sharp cut-off; inactive means mostly below about 20%;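 further: plate controls were negative control peptide for no effect and reference peptide for full effect; strong numbers were not always called active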
# Starred values were filed as active, the others as inactive; & = joins results of further samples.
# The first 2 entries as a preview:
SMILES,SSB-PriA inh
Cc1cccc(N2CCN(S(=O)(=O)c3ccc(F)c(C(=O)Nc4ccc(Cl)cc4C(F)(F)F)c3)CC2C)c1 (stereo not given),-15
COCc1cc(C)nc(OCC(=O)NN=Cc2ccc(O)cc2O)c1C#N,-10

# This part in full, from the first entry:
SMILES,SSB-PriA inh
Cc1cccc(N2CCN(S(=O)(=O)c3ccc(F)c(C(=O)Nc4ccc(Cl)cc4C(F)(F)F)c3)CC2C)c1 (stereo not given),-15
COCc1cc(C)nc(OCC(=O)NN=Cc2ccc(O)cc2O)c1C#N,-10
O=C(Cn1ccn2nc(-c3ccccc3)cc2c1=O)N1CCN(c2ccccc2F)CC1,-1
COc1ccc(C(=O)N[C@@H]2C=CS(=O)(=O)C2)cc1OC,-11
Cc1noc(C)c1S(=O)(=O)NCCC(O)c1cccn1C (stereo not given),3
Cc1noc(C)c1CC(=O)N1CCC[C@H](c2nnc(-c3ccsc3)o2)C1,-14
CC(=O)N/C(=C\c1ccccc1)C(=O)NCC1CCCO1 (stereo not given),0
O=C(NC12CCC(O)C(SC1)C2=NO)c1ccccc1 (stereo not given),-8
COc1nn(C)cc1C(=O)NC[C@H](OC)c1ccc(Cl)s1,-16
CCc1cc(=O)[nH]c(-n2nc(C)cc2N)n1,93*
O=C(Cn1nc(-c2ccco2)c2sc(N3CCCCC3)nc2c1=O)NCCc1ccccc1,2
CC(=O)c1cccc(NC(=O)c2cccn(Cc3ccccc3C)c2=O)c1,-12
O=C(Cc1ccc(F)cc1)Nc1ccc(Nc2cc(-n3ccnc3)ncn2)cc1,-16
COc1ccc(CNC(=O)CC(C)=NNC(=O)C23CC4CC(CC(C4)C2)C3)cc1,-5
O=C(CSCc1ccco1)Nc1cc(C(F)(F)F)ccc1Cl,-36
Cc1cccc(-c2nnc(NC(=O)c3ccc(C#N)cc3)o2)c1,5
CCS(=O)(=O)Nc1ccc2c(c1)NC(=O)C(C)(C)CO2,0
O=C1C2C3C=CC(CC3)C2C(=O)N1N=Cc1c[nH]c2ccccc12 (stereo not given),-6
CCOc1ccccc1NC(=O)C(=O)NCC[C@H](O)c1ccsc1,-9
COc1ccc(C(Nc2cc(C)ccn2)c2c(C)[nH]c3ccccc23)cc1OC (stereo not given),24
COc1ccc(C)c2sc(NCCN3CCOCC3)nc12,33
CS(=O)(=O)c1ccc2c(c1)sc1nc(=O)c(C=C3C=CC(=O)C(O)=C3)c(N)n12,-1
COc1ccc(NC(=O)N2C[C@@H]3C[C@H](C2)c2cccc(=O)n2C3)c(OC)c1,1
CCCCC(Sc1ccc2nnc(-c3ccccn3)n2n1)C(=O)O (stereo not given),94*
OCc1c[nH]c(=S)n1Cc1ccc(Cl)cc1,-14
CN(C)S(=O)(=O)NC1CC(=O)N(c2ccc3c(c2)OCCO3)C1 (stereo not given),6
CSCCC(C(=O)O)N1C(=O)CSC1=S (stereo not given),3
COc1ccc(-c2noc(Cn3cnc4c(nnn4Cc4ccccc4C)c3=O)n2)c(OC)c1,0
CC(C)(C)OC(=O)N1CC(Oc2ncccn2)C1,-4
O=[N+]([O-])c1cccc(NN=Cc2cccc3ccccc23)c1,-2
Cc1ccc(-n2c(C)cc(C(=O)CN3CC(C)OC(C)C3)c2C)cc1C (stereo not given),19
Cc1ccc(-n2nnc(C(=O)Nc3ccc4c(c3)OCCO4)c2-c2cccnc2)cc1C,25
O=C(Cn1nc(-c2cccs2)ccc1=O)Nc1ccc(F)c([N+](=O)[O-])c1,8
Cc1ccsc1C=NNc1ccc(C(=O)O)cc1,-5
CCOc1ccc(OCC)c(S(=O)(=O)n2nc(C)cc2C)c1,-14
O=C(NCc1ccc(Cl)cc1)NC1CCCC(O)C1 (stereo not given),5
Cc1ccc(-c2ccc(=O)n(C(C)C(=O)Nc3ncc(C)s3)n2)cc1 (stereo not given),-11
CCN1C(=O)C(C)(C)COc2ccc(NC(=O)COc3ccc(Cl)cc3)cc21,14
COc1cccc2cc(C(=O)Nc3nnc(-c4cc(C)n(C)n4)o3)oc12,4
Cc1ccc(S(=O)(=O)NN=Cc2cn(-c3ccccc3)nc2-c2ccccc2)cc1,1
Cc1cc(C)n(-c2cc(N3CCCC(C(=O)NCc4cccs4)C3)ncn2)n1 (stereo not given),9
CCCCSc1nnc(-c2cn(C)nc2OC)n1CC,5
O=C(NCCN1CCN(c2ccc(F)cc2)CC1)c1ccco1,-19
Cc1nc(Nc2ccc(NC(=O)COc3ccc(-n4cccn4)nn3)cc2)cc(N(C)C)n1,-16
Cc1c(C=NNC(=O)c2cccc(F)c2)cnn1C,9
Cc1cccc(NC(=O)CSc2ccc(-c3ccccn3)nn2)c1,71*
O=C1CN(C(=O)c2ccc(S(=O)(=O)N3CCOCC3)cc2)c2ccccc2N1,-14
CCn1nnc2c(N(C)C)ncnc21,-12
O=C(CSc1ccc(-c2ccc(-n3ccnc3)cc2)nn1)NCC1CCCO1 (stereo not given),8
Cc1cccc(Cn2nc3n(c(=O)c2=O)CCN3c2ccc(F)cc2)c1,-6
CN(C)S(=O)(=O)c1ccc(C(=O)NCCN2CCN(c3ccc(F)cc3)CC2)cc1,-17
CCN(CC)c1nc2ccsc2c(=O)n1CCC(=O)N1CCN(c2ccccc2F)CC1,-12
CCOc1ccc(CC2SC(=Nc3ccccn3)NC2=O)cc1 (stereo not given),-5&-2
O=C(NCc1nnc(SCc2ccccc2)o1)c1c(F)cccc1F,-12
Cc1c(Cl)cccc1S(=O)(=O)N1CCN(Cc2ccsc2)CC1,1
Cc1cc(C)n2nc(C(=O)NCc3sc(-c4cccs4)nc3C)nc2n1,-18
COc1ccc(C(=O)NNC(=O)COc2ccc(Cl)cc2)cc1OC,-21
CC(=NNC(=S)Nc1ccccc1)c1ccc2c(c1)OCO2,34
Cc1cc(C(=O)Nc2nnc(-c3ccno3)o2)n(C)n1,8
CCOC(=O)c1c(C)n(-c2ccccc2)c2c1cc(OC(=O)c1ccc(Cc3ccccc3)cc1)c1ccccc12,5

# Later entries.
SMILES,SSB-PriA inh
COc1ccc(C)cc1NC(=O)CSc1nncc(=O)[nH]1,-7&-2
CC1(C)C2CCC1(CS(=O)(=O)Nc1cccnc1)C(=O)C2 (stereo not given),-7
CCOC(=O)NC(=O)C(C#N)=NNc1c(F)cccc1F,-6
O=c1[nH]c(C=C2C=Nc3ccccc32)c(O)n1Cc1ccccc1F,-1
COc1ccccc1OCC(=O)Nc1ccc(-c2nnc(C)o2)cc1,4
CS(=O)(=O)c1ccc(Nc2nc(CC(=O)NCc3ccco3)cs2)cc1,-24
COc1cc(OC)cc(C(=O)Nc2ccc3c(c2)NC(=O)C(C)(C)CO3)c1,23
CSc1cccc2sc(N3CCN(C(=O)c4sc(C)nc4C)CC3)nc12,-32
Cc1ccsc1C1N(Cc2ccccc2)CCN1Cc1ccccc1,-10&-9
O=C(c1ccc(-n2cccc2)cc1)N1CCC(c2nnc(-c3ccsc3)o2)CC1,9
Cc1ccc(C(=O)NN=Cc2sccc2C)cn1,-4
COc1nccnc1O[C@H]1CCN(C(=O)NCc2ccc(F)cc2)C1,-3
O=C(Nc1ccc(S(=O)(=O)N2CCCc3ccccc32)cc1)c1sc2ccccc2c1Cl,-6
CN(N=Cc1ccc([N+](=O)[O-])o1)c1ccccc1,-11
CC(C)C(=O)Nc1ccc(C(=O)NCCNC(=O)Cc2ccc(F)cc2)cc1,-13&-4
COc1cccc(C=NNC(=O)c2[nH]c(C)c(C(=O)NN=Cc3cccc(OC)c3O)c2C)c1O,-4
O=C(c1ccc(-n2cncn2)nn1)N1CCN(C(=O)C2CC2)CC1,-21
Cc1ccc(C(=O)NC(Nc2ccccn2)C(Cl)(Cl)Cl)cc1 (stereo not given),-16
Cn1c(O)c(C=C2C=Nc3ccccc32)sc1=Nc1ccc(C(=O)O)cc1,8
[O-]C(=C(C(=S)Nc1ccc(SC(F)F)cc1)[n+]1cccc(CO)c1)c1ccc(Cl)s1,11

# The final five records of the part above open the next one:
SMILES,SSB-PriA inh
COc1cccc(C=NNC(=O)c2[nH]c(C)c(C(=O)NN=Cc3cccc(OC)c3O)c2C)c1O,-4
O=C(c1ccc(-n2cncn2)nn1)N1CCN(C(=O)C2CC2)CC1,-21
Cc1ccc(C(=O)NC(Nc2ccccn2)C(Cl)(Cl)Cl)cc1 (stereo not given),-16
Cn1c(O)c(C=C2C=Nc3ccccc32)sc1=Nc1ccc(C(=O)O)cc1,8
[O-]C(=C(C(=S)Nc1ccc(SC(F)F)cc1)[n+]1cccc(CO)c1)c1ccc(Cl)s1,11
COc1cc(=O)n(-c2ccccc2)cc1C(=O)NCc1cccnc1-c1cccs1,2
Cc1ccc(-c2csc(NC(=S)NC(=O)c3ccccc3)n2)o1,5
COc1ccc(/C=C2/NC(=S)NC2=O)cc1,-17
CCSCC1CCCN1C1CCN(C(=O)NC(c2ccccc2)c2ccccc2)CC1 (stereo not given),-15
Cc1cccc(NC(=O)Cn2cnc3sc(-c4nc(-c5ccccc5Cl)no4)c(C)c3c2=O)c1,1
Cc1cc(N2CCc3ccccc32)nc(-n2nc(C)cc2C)n1,-3
Cc1ccc(C=c2sc3nc(-c4cccs4)nn3c2=O)o1,13
CC(CC(=O)NCc1ccc(Cl)cc1)=NNC(=O)Cc1ccccc1,-1
CC(=NNC(=O)c1cc(-c2ccncc2)nc2ccccc12)c1ccc(N2CCOCC2)cc1,8
O=C(O)CCC(=O)Nc1ccccn1,1
Cc1ccc(NC(=O)c2csc(NS(=O)(=O)c3cccs3)n2)cc1F,1
Cc1ccc(C(=O)CSc2nccn(-c3cccc4ccccc34)c2=O)cc1,14
C=CCn1c(SCC(=O)Nc2ccccc2F)nc2sc3c(c2c1=O)CCC(C)C3 (stereo not given),0
CSc1ccccc1C(=O)Nc1nc(-c2ccccc2)c(C(C)=O)s1,21
COc1cc(C=NO)ccc1Oc1cnccn1,-18
COc1ccc(NC(=O)NCCn2nc(-c3ccc(OC)cc3)ccc2=O)cc1,-11
CSc1ccccc1C(=O)N1CCN(c2nccn2C)CC1,-4
CCC(C)C(C)=NNC(=O)C1COc2ccccc2O1 (stereo not given),-2
CC(NC(=O)C(=O)NCCCN1CCOC(c2ccccc2)C1)c1ccccc1 (stereo not given),5
CCCN(CCC)S(=O)(=O)c1ccc(C(=O)Nc2ccc3sccc3c2)cc1,-5

# Ordered by heavy-atom count (highest first): part of the list above.
SMILES,SSB-PriA inh
CCSCC1CCCN1C1CCN(C(=O)NC(c2ccccc2)c2ccccc2)CC1 (stereo not given),-15
CC(CC(=O)NCc1ccc(Cl)cc1)=NNC(=O)Cc1ccccc1,-1
Cc1cc(N2CCc3ccccc32)nc(-n2nc(C)cc2C)n1,-3
CCC(C)C(C)=NNC(=O)C1COc2ccccc2O1 (stereo not given),-2

# Other compounds
SMILES,SSB-PriA inh
CCn1ccc(C(=O)Nc2nnc(-c3ccccc3OC)o2)n1,-16&10
O=C(Nc1cnc2ccnn2c1)c1ccc(F)cc1Cl,-22
Cc1ccc(C([O-])=C(C(=S)NCc2ccc3c(c2)OCO3)[n+]2ccc(N(C)C)cc2)c(C)c1,15
COC(=O)c1ccc(C(=O)Nc2c3c(nn2-c2ccccc2)CCC3)cc1,-4
O=C(Nc1nc2ccc(Cl)cc2s1)C(c1ccccc1)c1ccccc1,-2
Cc1ccc(-c2nnc(N)o2)cc1C,-3
N#Cc1nccnc1N1CCC(CNC(=O)Cc2c(F)cccc2Cl)CC1,0
O=C(CSc1nnc(CNC(=O)c2cccs2)n1-c1cccc(Cl)c1)Nc1nc2ccccc2s1,12
COc1ccc(N2CC(CNC(=O)Nc3cc(OC)c(OC)c(OC)c3)CC2=O)cc1 (stereo not given),-2
C=CCn1c(SCCC(=O)Nc2ccc(F)cc2)nc2sc3c(c2c1=O)CC[C@H](C)C3,-9
CCCS(=O)(=O)N1CCCc2cc(NS(=O)(=O)c3cc(C)ccc3OCC)ccc21,4
CC1C(=O)N2CCCc3cc(NC(=O)c4ccc(Cl)c([N+](=O)[O-])c4)cc1c32 (stereo not given),-4
CCC(Sc1ccc2nnc(-c3ccccn3)n2n1)C(=O)O (stereo not given),103*
COc1cc(OC)cc(C(N)=NO)c1,-4
CCS(=O)(=O)N1CCC(S(=O)(=O)c2ccc(OC)cc2)CC1,-17
COc1ccc(C2=NN(C(=O)c3ccco3)C(c3c(F)cccc3Cl)C2)cc1OC (stereo not given),-4
O=C(NCc1cccnc1)c1c[nH]c2ccc(Cl)cc2c1=O,-2
O=C(CCc1csc(NC(=O)c2ccc(=O)[nH]c2)n1)Nc1nc2ccccc2s1,-2
O=C(Nc1ccc(OC(F)(F)F)cc1)c1oc2ccccc2c1NC(=O)C1CC1,7
O=c1oc2ccc(Br)cc2cc1-c1nnc(-c2ccncc2)o1,3
CC1(C)CC(=NO)C(C(O)c2cccc([N+](=O)[O-])c2)C(C)(C)N1 (stereo not given),-8
O=C(NCc1ccco1)c1cccc(NS(=O)(=O)c2cccc(Cl)c2)c1,-11
N#Cc1cnc2ccc(Cl)cc2c1Nc1cccc(C(F)(F)F)c1,-32&-37
O=C(CCc1ccccc1Br)N1C2CCC1c1cncnc1C2 (stereo not given),-22
CC(C)N1CCc2c(sc(N)c2C(N)=O)C1,26
Cc1ccc(CC(=O)Nc2ccccc2C#N)c(C)c1,-6
N#CC(=C(O)c1ccc(Cc2ccccc2)cc1)c1nc2ccccc2[nH]1,-16

# Random excerpt: 2 compounds from above, in no set order.
SMILES,SSB-PriA inh
N#CC(=C(O)c1ccc(Cc2ccccc2)cc1)c1nc2ccccc2[nH]1,-16
O=C(CCc1ccccc1Br)N1C2CCC1c1cncnc1C2 (stereo not given),-22

# The list is partial, so the mix of outcomes need not match the whole.
